Screening results from PubChem.
IDH1 R132H inh – qHTS for Inhibitors of mutant isocitrate dehydrogenase 1 (IDH1): qHTS; IDH1-R132H enzyme, NADPH consumption, diaphorase/resazurin fluorescence; Potency, µM (highest dose often 76.6 µM), without a hit: at the top dose activity change, negative = inhibition, most hits filed as inhibitors; Isocitrate dehydrogenase [NADP] cytoplasmic (Homo sapiens), O75874; 390,000 compounds, 0.093% hits; also: potency is read from the fitted curve at half-maximal effect; % is scaled to controls: 0 for no effect and ±100 for the full control effect; nearly all actives have a fitted effect of over 65% in size
Target sequence (O75874 whole entry R132H, stated change not applied): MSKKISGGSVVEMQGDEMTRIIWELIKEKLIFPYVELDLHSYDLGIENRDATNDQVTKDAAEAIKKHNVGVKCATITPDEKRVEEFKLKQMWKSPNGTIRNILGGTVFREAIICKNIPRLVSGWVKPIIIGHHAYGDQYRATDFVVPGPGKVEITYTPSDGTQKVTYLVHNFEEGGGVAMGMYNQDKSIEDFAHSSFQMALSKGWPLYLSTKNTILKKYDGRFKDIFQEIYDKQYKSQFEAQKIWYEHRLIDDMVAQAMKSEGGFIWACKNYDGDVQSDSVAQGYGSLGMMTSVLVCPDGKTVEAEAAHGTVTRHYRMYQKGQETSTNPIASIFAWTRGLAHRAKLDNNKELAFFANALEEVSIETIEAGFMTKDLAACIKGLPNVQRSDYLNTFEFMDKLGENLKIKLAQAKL
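IDH1-R132H (0.5 ug/mL dispensed) in pH 7.5 Tris buffer was preincubated 30 min with compound, then given a substrate mix of 0.016 mM NADPH and 2 mM alpha-KG for 80 min at room temperature; remaining NADPH was read by diaphorase/resazurin fluorescence.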
USP1-UAF1 inh – Inhibitors of USP1/UAF1: Primary Screen; AID 743255, 2014; 390,000 compounds, 0.23% hits; recombinant USP1/UAF1, Ub-Rhodamine cleavage fluorescence; Ubiquitin carboxyl-terminal hydrolase 1 (Homo sapiens), O94782; Potency, µM (doses to about 57.1 µM), for inactives: at the top dose activity change, negative = inhibition, most hits filed as inhibitors; also: potency is read from the fitted curve at half-maximal effect; % is scaled to controls: 0 for no effect and ±100 for the full control effect; nearly all actives have a fitted effect of over 60% in size; inactives centre near -12
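USP1/UAF1 complex at 1 nM was preincubated with compound for 15 min at room temperature, then Ub-Rho substrate (150nM final) was added. Fluorescence (480/540 nm) was read kinetically, 6 reads every 60 seconds.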
GLS inhibitor – qHTS for Inhibitors of Glutaminase (GLS); GLS enzymatic activity, qHTS titration; Potency, µM (top dose mostly 45.5 µM), for inactives: at the top dose activity change, negative = inhibition, most hits filed as inhibitors; 410,000 compounds, 0.21% hits; also: potency is read from the fitted curve at half-maximal effect; % is scaled to controls: 0 for no effect and ±100 for the full control effect
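Enzyme dispensed in phosphate buffer (45 mM, pH 8.2, 0.02% Tween-20), compounds pinned in, then 1 mM L-glutamine solution and the glutamate oxidase–HRP–Amplex Red mix added; fluorescence read immediately and again after 30 min at room temperature.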
rTrxR1 inhibitor – qHTS Assay for Inhibitors of Mammalian Selenoprotein Thioredoxin Reductase 1 (TrxR1): qHTS. recombinant rTrxR1, NADPH fluorescence consumption, selenite substrate. Potency, µM (doses to about 114 µM), for inactives: at the top dose activity change, negative = inhibition, actives largely listed as inhibitors. 390,000 compounds, 1% hits. AID 588453, 2011; also: potency is read from the fitted curve at half-maximal effect; % is scaled to controls: 0 for no effect and ±100 for the full control effect; nearly all actives have a fitted effect of over 65% in size
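Rat TrxR1 (90 nM in the dispensed reagent) was pre-reduced with 400 uM NADPH for 5 min at room temperature, then incubated with compound for 15 min. After 400 uM selenite was added, NADPH fluorescence (Ex 340/Em 450 nm) was followed for 8 min.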
TrxR1 substrate – qHTS Assay for Substrates of Mammalian Selenoprotein Thioredoxin Reductase 1 (TrxR1): qHTS; Thioredoxin reductase 1, cytoplasmic (Rattus norvegicus), O89049; purified TrxR1 substrate turnover, NADPH consumption readout; Potency, µM (titrated, usually from 114 µM), for inactives: at the top dose activity change, negative = substrate turnover; 390,000 compounds, 0.01% hits; AID 588456, 2011; also: potency is read from the fitted curve at half-maximal effect; % is scaled to controls: 0 for no effect and ±100 for the full control effect; nearly all actives have a fitted effect of over 50% in size
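Rat TrxR1, dispensed at 90 nM, was prereduced with 400 uM NADPH (final) for 5 min at ~22 deg C, then incubated with compound 15 min before 400 uM selenite. A first-read NADPH fluorescence drop versus no-compound background flagged substrates.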
PGK inhibitor – qHTS Assay to Find Inhibitors of Phosphoglycerate Kinase; PGK/GAPDH coupled, Kinase-Glo luminescence, 60 min; AID 602233, 2012; Potency, µM (doses to about 57.5 µM), for inactives: top-dose activity change, negative = inhibition, hits mostly inhibitors; 380,000 compounds, 0.043% hits; Phosphoglycerate kinase, glycosomal (Trypanosoma brucei brucei), P07378; also: potency is read from the fitted curve at half-maximal effect; % is scaled to controls: 0 for no effect and ±100 for the full control effect; nearly all actives have a fitted effect of over 60% in size
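Luminescent ATP detection (Kinase-Glo Plus) follows a 60-minute room-temperature incubation, with wells lacking PGK as controls. Buffer: 100 mM TEA (pH 7.6), 5 mM MgCl2, 0.01% Tween-20. Coupling enzyme GAPDH (100 nM final) supplies unstable 1,3-BPG in-well.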
HP1b binding inh – HTS for Inhibitors of HP1-beta Chromodomain Interactions with Methylated Histone Tails | Chromobox protein homolog 1 (Homo sapiens), P83916 | AlphaScreen HP1-beta / biotin-H3K9me3 peptide binding | Potency, µM (titrated, usually from 114 µM), without a hit: top-dose activity change, negative = inhibition, hits mostly inhibitors | 390,000 compounds, 0.56% hits | AID 540317, 2011; also: potency is read from the fitted curve at half-maximal effect; nearly all actives have a fitted effect of over 70% in size; inactives centre near 23
Target sequence (P83916 whole entry, looked up): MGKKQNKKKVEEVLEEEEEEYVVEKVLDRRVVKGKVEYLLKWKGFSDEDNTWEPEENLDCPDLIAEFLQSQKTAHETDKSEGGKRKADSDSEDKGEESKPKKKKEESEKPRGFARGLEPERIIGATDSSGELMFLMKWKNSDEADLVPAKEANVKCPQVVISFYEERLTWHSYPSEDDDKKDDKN
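HP1-beta protein (50 nM final) preincubated 30 min at room temperature with biotinylated H3(1-18)K9me3 peptide (50 nM) in PBS pH 7.4, 0.01% Tween-20, then compound added for 30 min. AlphaScreen streptavidin donor/nickel chelate acceptor beads (10 ug/mL final), 30 min dark, luminescence read.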
Pin1 inhibitor – qHTS Assay to Find Inhibitors of Pin1 | Pin1 FP peptide displacement, HiFluor488, 10 min | Potency, µM (doses to about 115 µM), for the others: top-dose activity, negative = inhibition, usual class: inhibitors | 390,000 compounds, 0.009% hits | AID 504891, 2011; active = well fitted inhibition curve with a large enough effect in the polarisation, with a control signal flat, not every such curve was filed as active; inconclusive = small, poorly fitted or top-dose-only effect, or effect the other way, or a change in a side signal; inactive = no such curve, though single readings can be large or run the other way; the % refers to the polarisation; also: potency is read from the fitted curve at half-maximal effect; % is scaled to controls: 0 for no effect and ±100 for the full control effect
PI4K2A block – qHTS for small molecular inhibitors of PI4K2A; purified PI4K2A, ADP-Glo luminescence, 1 h; active compounds read low; Phosphatidylinositol 4-kinase type 2-alpha (Homo sapiens), Q9BTU6; activity change, negative = inhibition, % at 76.9 µM; 420,000 compounds, 0.13% hits; in the data active = activity change below about -50%; inconclusive = mostly about -30% to -49%;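 also: -100% = wells without enzyme as full effect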
Target sequence (Q9BTU6 whole entry, looked up): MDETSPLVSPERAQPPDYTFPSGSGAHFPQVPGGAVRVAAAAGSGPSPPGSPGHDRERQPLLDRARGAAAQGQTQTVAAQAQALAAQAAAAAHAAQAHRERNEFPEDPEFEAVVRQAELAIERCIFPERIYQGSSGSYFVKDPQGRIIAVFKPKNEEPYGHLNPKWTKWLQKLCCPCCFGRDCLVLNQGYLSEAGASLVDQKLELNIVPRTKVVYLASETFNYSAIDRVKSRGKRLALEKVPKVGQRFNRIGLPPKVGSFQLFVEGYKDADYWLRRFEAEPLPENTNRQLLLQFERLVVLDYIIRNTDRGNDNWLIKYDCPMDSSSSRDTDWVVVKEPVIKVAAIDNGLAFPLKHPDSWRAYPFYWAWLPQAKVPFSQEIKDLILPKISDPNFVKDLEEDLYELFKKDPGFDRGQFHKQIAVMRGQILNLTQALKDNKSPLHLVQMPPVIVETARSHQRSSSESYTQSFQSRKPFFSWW
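ADP-Glo luminescence measured ADP generated by PI4K2A enzyme (4 ug/mL before mixing) with 1.2 mM PI substrate (pre-mix) and 300 microM ATP (pre-mix). Tris pH7.5 buffer with MgCl2, Triton X-100; 1 h reaction at ambient temperature.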
The depositor's hits bear a star; i = inactive; ? = inconclusive; . = not tested or not shown; [ ] = another dose, or the depositor's remark. Unless noted, calls follow the shape of the dose curve; as a rule, active = well fitted curve in the direction sought with a large enough effect; inconclusive = small, poorly fitted or top-dose-only effect, or another doubt; inactive = no such curve, though single readings can be large; an effect the other way counts as inactive or inconclusive.

SMILES | IDH1 R132H inh | USP1-UAF1 inh | GLS inhibitor | rTrxR1 inhibitor | TrxR1 substrate | PGK inhibitor | HP1b binding inh | Pin1 inhibitor | PI4K2A block
CCOc1ccc(NC(=O)C2CC(=O)N(c3ccc4c(c3)OCCO4)C2)cc1OCC (configuration not stated) | 4% | ? | 0% | -4% | -6% | 0% | 26% | -11% | -2
Cn1c(SCC(=O)N2CC(=O)Nc3ccccc32)nc2ccccc2c1=O | -5% | -15% | 2% | 3% | 4% | -2% | 38% | 2% | 3
CCOC(=O)C1=C(CNCc2ccccc2)NC(=O)NC1c1ccc(C)cc1 (configuration not stated) | -6% | ? | 0% | 5% | -1% | -2% | -5% | 8% | 6
O=C1CSC(c2cccc([N+](=O)[O-])c2)N1c1c(F)cccc1F (configuration not stated) | 3% | -20% | -15% | 6%[57.1 µM] | 7%[57.1 µM] | 0% | 21% | -4% | 1
COC(=O)c1cc(S(=O)(=O)NCc2ccc(F)cc2)cn1C | 9% | -17% | -10% | 27% | 0% | -9% | 52%[activator] | 5% | 6
CCC(=O)Nc1ccc(S(=O)(=O)NCc2ccco2)cc1 | -1% | -26% | 4% | 8% | 1% | -2% | 20% | ? | -1
CC(=O)Nc1ccc(OCc2ccc(S(=O)(=O)Cc3ccccc3)cc2)cc1 | -3% | -18% | 1% | 26% | 2%[57.1 µM] | 0% | 36% | 13% | 1
CC(C)(C)OC(=O)NCCCC[C@@H](C(=O)N1CCN(C(=O)OC(C)(C)C)CC1)n1cc(C(CO)NC(=O)OC(C)(C)C)nn1 (some centres not stated) | -4% | -17% | 1% | 14%[57.1 µM] | 8%[57.1 µM] | -4% | 15% | 8% | 5
CSc1ncccc1C(=O)Nc1cccc(S(=O)(=O)N2CCCCCC2)c1 | -5% | -23% | 0% | 32%[activator] | 0% | -1% | 22% | -1% | -4
Oc1ccc(Cl)cc1C1C=C(c2ccc3c(c2)OCO3)NC(c2cc(Br)ccc2F)N1 (configuration not stated) | . | . | . | ? | -1%[0.457 µM] | . | -80% | 13% | .
CCOc1ccc(C(=O)Nc2ccc3c(c2)N(C(C)=O)CCC3)cc1OCC | 13% | -7% | 8% | 10%[57.1 µM] | 2%[57.1 µM] | -5% | 47%[activator] | -3% | -9
CCOC(=O)N1CCC(NC(=O)CCc2cn(C)c3ccccc23)CC1 | -5% | 13% | -9% | 7% | 8% | -3% | -12% | 6% | -1
COc1cccc(-c2nc(CS(=O)(=O)CC(=O)N3CCN(C)CC3)c(C)o2)c1 | 15% | -20% | -7% | -11%[57.1 µM] | 14%[57.1 µM] | 0% | 45%[activator] | -4% | -6
CC1(c2nnc(-c3ccc(F)cc3)o2)CC(c2ccc(Cl)cc2)=NO1 (configuration not stated) | -8% | -22% | 1% | 13% | 5%[57.1 µM] | 2% | 59%[activator] | ? | -4
O=C(NCC1CCCO1)c1cccc(S(=O)(=O)Nc2cccc(C(F)(F)F)c2)c1 (configuration not stated) | 7% | -10% | 2% | 4% | 3% | i | 31% | -1% | -1
Cc1ccsc1/C=N/N1CCN(C2c3ccccc3-c3ccccc32)CC1 | 8% | -19% | -3% | 22%[57.1 µM] | -4%[57.1 µM] | -3% | -31% | 6% | 5
C/C=C/c1ccc(OCCCN2C(=O)NC(C)(C)C2=O)c(OC)c1 | 1% | 6% | 2% | -3% | 2% | 9% | 23% | 0% | -7
COc1ccc(-c2nnn(CC(=O)N(C3CCCCC3)C(C)C(=O)NC3CCCC3)n2)cc1OC (configuration not stated) | 10% | -16% | 7% | 10%[57.1 µM] | 0% | i | 14% | -2% | -5
CC(C)CNC(=O)/C(C#N)=C1\N=C(NC(=O)c2ccco2)c2ccccc21 | -12% | -20% | 14% | 5% | -5% | 0% | 21% | -3% | -1
Cc1onc(-c2ccccc2Cl)c1C(=O)N1CCN=C1SCc1cccnc1 | 4% | -12% | 15% | 18% | 1% | 4% | 14% | -7% | 8
COc1ccc(-c2cc(C(F)(F)F)nc(SCC(=O)N(C)Cc3ccccc3)n2)cc1 | -3% | -15% | 6% | 25% | 18% | i | 57%[activator] | 0% | -6
Cc1cccc(OCC(=O)N/N=C/c2ccc3c(c2)OCO3)c1 | 4% | -4% | -4% | 13%[57.1 µM] | -8%[57.1 µM] | -7% | 18% | -1% | -2
CCOC(=O)Cc1csc2nc(-c3ccccc3)nn12 | -9% | -24% | -9% | -5%[2.29 µM] | -4%[57.1 µM] | i | 44%[activator] | -1% | 0
COc1ccccc1CNC(=O)CCCc1nnc2n(CC(C)C)c(=O)c3sccc3n12 | 0% | -7% | -6% | 25% | 6% | 0% | 73%[activator] | 1% | -2
N#CC(C(=O)O)=C1CCCC1 | 1% | -12% | 1% | 10%[57.1 µM] | -5%[57.1 µM] | i | 23% | 1% | 0

Rewritten with values under each structure: part of the list above.
Every second line gives: IDH1 R132H inh | USP1-UAF1 inh | GLS inhibitor | rTrxR1 inhibitor | TrxR1 substrate | PGK inhibitor | HP1b binding inh | Pin1 inhibitor | PI4K2A block
> Cc1onc(-c2ccccc2Cl)c1C(=O)N1CCN=C1SCc1cccnc1
    4% | -12% | 15% | 18% | 1% | 4% | 14% | -7% | 8
> CC(=O)Nc1ccc(OCc2ccc(S(=O)(=O)Cc3ccccc3)cc2)cc1
    -3% | -18% | 1% | 26% | 2%[57.1 µM] | 0% | 36% | 13% | 1

Going on with the list:
SMILES | IDH1 R132H inh | USP1-UAF1 inh | GLS inhibitor | rTrxR1 inhibitor | TrxR1 substrate | PGK inhibitor | HP1b binding inh | Pin1 inhibitor | PI4K2A block
Oc1c(C=C2N=c3ccccc3=N2)sc(=S)n1-c1ccccc1 | 3% | -13% | 0% | 4% | -4% | 0% | 23% | -1% | -1
Cn1c(COc2ccc(Br)cc2)nnc1SC1CCc2ccccc2C1=O (configuration not stated) | 11% | -10% | 2% | -10% | -9% | -2% | 14% | -3% | 0
COc1ccc(CNC(=O)[C@@H](NC(=O)C2CCN(C(=O)[C@@H](N)CC(C)C)CC2)C(C)C)cc1 | -5% | -10% | 0% | 1% | 4% | -3% | 27% | -5% | -2
CCOc1ccc(C2N(c3ccc(F)cc3)C(=O)C3CCCN32)cc1OC (configuration not stated) | -1% | -17% | 15% | 13%[57.1 µM] | 9%[57.1 µM] | 3% | 45%[activator] | 13% | 1
COC(=O)C(C)NC(=O)c1cn(-c2ccccc2OC)c(=O)c2ccccc12 (configuration not stated) | -8% | -1% | 5% | 8% | -6% | i | 26% | -8% | 0
COc1ccc(N2C(=O)CC(N3CCN(c4ccc(Cl)cc4)CC3)C2=O)cc1 (configuration not stated) | -3% | 1% | 12% | -2% | -2% | 2% | 21% | -14% | 5
Cc1nc2ccccc2n1C1CC(=O)N(Cc2ccccc2)C1=O (configuration not stated) | 0% | -19% | . | 6% | 23% | -4% | 25% | -3% | -2
COc1ccc(CCn2c(=N)c(C(=O)NC3CCCCC3)cc3c(=O)n4ccccc4nc32)cc1 | -5% | -22% | 0% | 21% | 9% | -1% | 30% | ? | 1
Cc1ccc(SCCC(=O)Nc2ccccc2C(=O)N2CCOCC2)cc1 | -1% | -8% | 10% | -16% | -14% | -3% | 17% | -13% | 3
Cc1cccc(C(=O)N2CCCC(c3nc(-c4ccc(F)cc4)no3)C2)c1 (configuration not stated) | 19% | -21% | 3% | 7%[57.1 µM] | -1%[57.1 µM] | -5% | 18% | 0% | -1
Cc1ccnc(NC(=O)c2c(C)oc3ncn(CC(C)C)c(=O)c23)c1 | -18% | -4% | -1% | 16% | 2% | 0% | 8% | -12% | -2
CC(C)NC(=O)C1CCN(C2CCN(C(=O)c3ccc4cccc(F)c4n3)CC2)CC1 | 0% | -10% | 2% | 11% | 7% | -7% | 23% | 2% | -3
COc1cc(C(=O)CSc2nncn2C)cc(OC)c1OC | 1% | -13% | 11% | 15%[2.29 µM] | 4% | -6% | 42%[activator] | -12% | -2
CCN(CC)S(=O)(=O)c1cccc(C(=O)Nc2sc3c(c2C#N)CCC(C)C3)c1 (configuration not stated) | 11% | -22% | 3% | -4% | 0% | i | 25% | 12% | -17
Cc1cccc(C(=O)NNC(=O)c2ccco2)c1O | -10% | -5% | 22% | 6% | 0% | 5% | 30% | 1% | 3
Cc1ccc2oc(Nc3nc(C)c(C)c(C)n3)nc2c1 | -1% | -7% | 1% | 19% | 2% | -4% | 44%[activator] | -3% | -5
NC(=O)c1ccc(NC(=O)COC(=O)CCCOc2ccccc2)cc1 | 1% | -18% | 2% | 14% | 5% | 5% | 22% | 4% | 4

A portion of the library. The share of hits here may be higher or lower than overall.
